Source: PubChem BioAssay
Bcl-W Bim block = disrupts Bim peptide binding to human Bcl-W; Q92843; bead-based flow cytometry; inhibition, % at 10 µM; hit rate 0.02% among 190,000; AID 952;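 note: 0% = bound tracer without compound and 100% = peptide blocker; higher means less fluorescent Bim peptide bound to Bcl-W beads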
Target sequence (Q92843 whole entry, looked up): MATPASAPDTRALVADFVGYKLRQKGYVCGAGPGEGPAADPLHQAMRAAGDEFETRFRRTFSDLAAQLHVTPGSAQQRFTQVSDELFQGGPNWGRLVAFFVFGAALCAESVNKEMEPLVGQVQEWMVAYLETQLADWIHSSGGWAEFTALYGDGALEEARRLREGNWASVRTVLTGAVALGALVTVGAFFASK
RGS4-Gao reg = modulates binding of RGS4 to human Galphao; P09471; Multiplexed bead flow cytometry; actives lie on both sides; binding response (% of control), % at 10 µM; hit rate 0.33% among 220,000; AID 1415; in the data active = binding response below about 49% or above about 150%; inactive = in between;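 note: fluorescent Galphao activated with aluminum fluoride binding bead-coupled RGS4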
Bcl-B Bim block = human Bim-Bcl-B interaction inhibition. bead-based flow cytometry, Bim peptide-Bcl-B binding. Q9HD36. hit rate 0.073% among 190,000. inhibition, % at 10 µM;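 note: 0% = tracer peptide without compound and 100% = reference inhibitor peptide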
Target sequence (Q9HD36 whole entry, looked up): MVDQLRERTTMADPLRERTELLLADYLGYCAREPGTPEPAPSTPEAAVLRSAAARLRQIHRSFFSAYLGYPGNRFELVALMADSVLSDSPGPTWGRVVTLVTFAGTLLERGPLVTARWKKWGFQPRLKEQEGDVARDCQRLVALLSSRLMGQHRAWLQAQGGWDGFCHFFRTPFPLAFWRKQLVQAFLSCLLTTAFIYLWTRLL
Bim-Bcl-XL = inhibitors of Bim-Bcl-XL interaction, human; Q07817; Bim peptide-Bcl-XL binding, bead flow cytometry, fluorescence; inhibition, % at 10 µM; hit rate 0.04% among 190,000; AID 1007
Target sequence (Q07817 whole entry, looked up): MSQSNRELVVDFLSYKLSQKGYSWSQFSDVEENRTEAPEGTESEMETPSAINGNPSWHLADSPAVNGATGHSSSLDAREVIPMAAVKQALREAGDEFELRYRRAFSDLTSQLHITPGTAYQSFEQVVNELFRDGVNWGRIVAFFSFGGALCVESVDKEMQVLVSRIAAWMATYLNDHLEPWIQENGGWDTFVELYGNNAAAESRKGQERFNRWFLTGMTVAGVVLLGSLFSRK
Mcl1-Bid inh = Mcl-1/Bid interaction inhibition | hit rate 0.97% among 220,000 | inhibition, % at 21.7 µM | TR-FRET Mcl-1/Bid-Dy647 peptide binding, 1536-well | AID 1021;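 active = compounds that cut the binding signal by more than half at the single screening dose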;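 note: His-tagged Mcl-1 with europium anti-His antibody binding Bid BH3 peptide; 0% = Mcl-1 plus peptide wells and 100% = peptide-only wells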
Bcl-2 Bim block = human Bim-Bcl-2 interaction inhibition. Bead-based flow cytometry, Bim peptide-Bcl-2 binding. hit rate 0.06% among 190,000. P10415. inhibition, % at 10 µM; in the data active = inhibition above about 40%; inconclusive = no clear call, values can overlap the other calls;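 note: 0% = no compound wells with probe peptide and 100% = reference peptide inhibitor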
Target sequence (P10415 whole entry, looked up): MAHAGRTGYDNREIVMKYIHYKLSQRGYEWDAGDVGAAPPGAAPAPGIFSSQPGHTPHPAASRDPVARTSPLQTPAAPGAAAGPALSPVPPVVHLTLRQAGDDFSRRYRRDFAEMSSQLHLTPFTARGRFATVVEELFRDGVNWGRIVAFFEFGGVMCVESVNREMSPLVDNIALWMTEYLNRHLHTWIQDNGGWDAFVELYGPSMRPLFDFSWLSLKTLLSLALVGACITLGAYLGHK
Mcl-1 Bim block = inhibitors of Bim-Mcl-1 interaction, human | Q07820 | Bead-based flow cytometry, Bim peptide-Mcl-1 binding | inhibition, % at 10 µM | hit rate 0.1% among 190,000 | AID 1009;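 note: 0% = no compound tracer wells and 100% = peptide blocker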
RGS8-Gao reg = human RGS8-Galphao interaction regulation; response (percent of control binding), % at 10 µM; AID 1423; multiplexed bead flow cytometry, RGS8-Galphao binding; actives lie on both sides; hit rate 0.34% among 220,000; P09471; in the data active = response below about 60% or above about 140%; inactive = in between;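 note: Galphao activated as the GDP aluminium fluoride complex binding bead-coupled RGS8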
GSH bead fluor = GSH bead compound fluorescence profile. GSH beads flow cytometry, compound fluorescence 488/530 nm; hits give high values. fluorescence (KMESF) at 10 µM. hit rate 0.25% among 190,000. AID 1776; in the data active = fluorescence above about 89;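 note: glutathione beads carrying GST-tagged Bcl family fusion proteins plus one bare bead set; values are compound well signal with DMSO vehicle wells as background; inactives centre near 16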
Bfl-1 Bim block = disrupts Bim binding to human Bfl-1 | hit rate 0.12% among 190,000 | inhibition, % at 10 µM | Q16548 | Bead-based flow cytometry, Bim-Bfl-1 binding inhibition;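 note: 0% = wells without compound plus tracer and 100% = blocker peptide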
RGS7-Gao reg = modulates binding of RGS7 to human Galphao. P09471. Multiplexed bead flow cytometry; actives lie on both sides. binding response (% of control), % at 10 µM. hit rate 0.35% among 220,000. AID 1439; in the data active = binding response below about 49% or above about 150%; inconclusive = no clear call, values can overlap the other calls; inactive = in between;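 note: fluorescent Galphao held in activated GDP-AlF4 state binding bead-coupled RGS7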
Active calls of the source: *; ? = inconclusive. Cut-off read from the data, not from the text of the source, unless noted: active = inhibition above about 40%. This is a random part of the collection (roughly 1.8% active in at least one column).

Bcl-2 Bim block,GSH bead fluor,Bim-Bcl-XL,RGS4-Gao reg,Mcl1-Bid inh,RGS8-Gao reg,Bcl-W Bim block,Mcl-1 Bim block,RGS7-Gao reg,Bfl-1 Bim block,mol,Bcl-B Bim block
-1,12,-1,100,-34,101,-1,-2,104,-9,COc1cc(C(=O)Nc2ccc3c(c2)N(C(=O)CCN(C)C)c2ccccc2CC3)cc(OC)c1OC,-2
2,12,-2,107,0,93,0,1,96,-1,Cc1cccc(-c2n[nH]c([N+](=O)[O-])n2)c1,0
-4,8,-3,103,-44,105,-2,-3,102,-7,CCN(CC)S(=O)(=O)c1ccc(N2CCCC2)c(NC(=O)c2ccc(OC)cc2OC)c1,-8
-1,17,0,98,-6,102,0,0,99,-1,O=C(CCNS(=O)(=O)c1cccc2nsnc12)Nc1ccc2c(c1)OCCO2,-1
-1,7,4,101,-3,103,0,4,102,-4,CN(CCO)Cc1csc2ccc(Br)cc12,0
0,12,0,102,12,100,0,1,98,-3,Cc1ccc(S(=O)(=O)NCCC(c2ccccc2)c2ccccc2)cc1C(=O)O,0
-4,16,-6,99,-5,103,-2,-4,102,-5,CN1C(=O)Cc2cc(S(=O)(=O)NCc3cccs3)ccc21,-11
-5,12,-1,98,-31,95,0,0,101,-7,Cn1c2c(c(=O)n(C)c1=O)C(c1ccc(F)cc1)C(C#N)=C(N)O2 (stereo not drawn),-4
2,13,-3,100,-8,101,0,-1,100,-1,COC(=O)c1n[nH]c2ccccc12,-1
-7,30,-8,100,-34,102,-4,-5,99,-26,COc1ccccc1C(=O)Nc1ccc(N2CCN(S(C)(=O)=O)CC2)cc1,-11
-2,22,-5,98,-27,102,-1,-2,99,-4,O=C(c1ccc(CNc2c(N3CCOCC3)c(=O)c2=O)cc1)N1CC=C(c2ccccc2)CC1,-2
-1,9,1,98,-54,104,5,2,100,-3,CCOc1ccccc1N1CC(O)=C(c2nc3ccccc3s2)C1=N,-3
-2,29,-2,102,-12,102,2,-1,105,-11,CC(C)c1cc(NC(=O)C(C)(C)C)cc(C(C)C)c1O,-10
8,5,8,91,-25,97,4,7,81,9,COCC(=O)N(C)C1(c2nnnn2CCOC(=O)Nc2cccc3ccccc23)CCCC1,10
1,13,-1,99,-33,100,0,-3,99,6,COc1ccc(-n2c(COc3cccc4cccnc34)nnc2SCC(=O)O)cc1,2
0,4,0,101,-27,102,4,4,99,0,CCOC(=O)c1[nH]c(C(=O)O)c(CCC(=O)OC)c1C,3
6,19,-4,100,5,100,0,-1,100,-1,Cc1ccc(OCC(=O)Nn2cnnc2)c(Br)c1,-1
-2,14,0,95,-9,98,2,2,94,1,CCNc1nc(NC(C)C)nc(Oc2ccc(OCCOc3ccccc3)nn2)n1,-2
-3,18,-5,98,-3,97,-5,-2,95,-10,CC(C)(C)C1CCc2c(C(=O)NNC(=O)/C=C/C(=O)O)csc2C1 (stereo not drawn),-10
0,11,-2,100,-49,98,1,-1,100,0,CC1CCCN(C(=S)Nc2ccc(Nc3ccccc3)cc2)C1 (stereo not drawn),-14
-1,18,-2,97,-5,102,0,0,99,1,O=C(CCN1CCOCC1)c1ccccc1,1
-2,26,4,101,-41,95,-4,-4,100,-2,O=C(NCCC1=CCCCC1)C1CCN(C(=O)c2ccc(Cl)cc2)CC1,-6
-3,13,-3,67,1,67,-2,0,67,-3,COc1cc2c(cc1OC)C(C(=O)Nc1cc(OC)c(OC)c(OC)c1)C(c1cccnc1)N(C)C2=O (stereo not drawn),-2
3,19,-2,99,-15,102,-1,-1,95,4,Cc1ccc2cc(C#N)c(NCCNC(=S)NCCCN(C)C)nc2c1C,0
-4,18,-3,99,-29,103,0,-1,97,-10,CCCn1c(C2CC(=O)N(c3cc(OC)ccc3OC)C2)nc2ccccc21 (stereo not drawn),-4
-2,9,-1,104,-3,105,0,0,104,-3,O=C(NCC(=O)N1CCN(S(=O)(=O)/C=C/c2ccccc2)CC1)c1ccccc1F,0
-9,38,0,101,17,102,-1,0,104,-15,C=CCn1c(SCC(=O)N(CC)CC)nc(O)cc1=O,-8
-12,23,-11,101,-20,102,-7,-5,97,-25,Cc1cc(=O)n2nc(N3CCCC(C(=O)N4CCN(C)CC4)C3)sc2n1 (stereo not drawn),-12
-11,17,-5,98,-1,103,0,-2,96,-14,CCCCn1c(N)c(N(CCOC)C(=O)CSc2nc3ccc(C)cc3[nH]2)c(=O)[nH]c1=O,-7
-8,22,-11,100,4,102,-1,-1,101,-11,O=C(CSc1ccc2c(c1)OCCO2)Nc1ncc(Cl)cc1Cl,-5
-1,32,-3,98,-8,101,0,-3,97,-1,CCc1nnc(NC(=O)CSc2nnc(COc3ccccc3)n2-c2ccc(C)cc2)s1,-5
-3,24,-1,107,7,103,3,-2,105,-6,COc1ccc(Cn2c(/C=C/c3ccccc3)nc3ccccc32)cc1,-3
-1,14,-2,99,-18,101,-1,-2,103,1,Cc1ccc(CN2CCSc3ccc(C(=O)N4CCN(c5ncccn5)CC4)cc32)cc1,-2
-2,12,0,104,30,103,1,90*,102,-2,CNC(=O)/C(C#N)=C/c1c(N(Cc2ccccc2)Cc2ccccc2)nc2c(C)cccn2c1=O,20
-12,15,-6,95,-7,97,-3,-3,96,-8,O=C(Cn1nnc(-c2ccccc2)n1)N/N=C/c1cccc([N+](=O)[O-])c1,-7
-6,26,-3,100,-9,101,-6,0,102,-9,COCCN1C(=O)c2oc3c(C)cc(C)cc3c(=O)c2C1c1cccc(O)c1 (stereo not drawn),-12
-18,35,-8,103,-11,104,-7,-9,103,-8,O=[N+]([O-])c1cccc(/C=N\N2CCN(c3ccc(Cl)cc3)CC2)c1,-10
0,11,-1,97,-1,100,-1,-3,98,-5,Cc1ccc(OCCNC(=O)c2cc(=O)[nH]c3ccccc23)cc1,-7
-7,16,-3,101,0,102,-3,-5,99,-3,OC(COc1ccccc1Cl)CN1CCN(CC(O)COc2ccccc2Cl)CC1 (stereo not drawn),-4
-7,17,0,97,13,83,1,2,93,-11,COc1ccc(C(=O)Nc2nc3ccc4nc(C)sc4c3s2)cc1,-4
-6,35,-8,101,-3,99,0,-1,97,-8,O=C(CSc1nccn1-c1ccccc1)N1CCc2ccccc21,-7
-1,26,-3,103,7,103,-2,-5,103,1,CC1(C)Cc2nc3nc(SCC(=O)NCCc4ccccc4)n(-c4ccccc4)c(=O)c3cc2CO1,-3
-6,15,-6,100,1,101,-5,-4,100,-6,Cc1nc(N2CCOCC2)c2c(C)c(C(=O)Nc3ccccc3Cl)sc2n1,-8
-8,26,-9,103,-21,122,-4,-6,103,-6,CC(C)N(CCCNC(=O)C1CCN(S(=O)(=O)N2CCOCC2)CC1)Cc1ccccc1,-4
-7,26,-3,97,-1,99,-1,-3,98,0,O=c1c2[nH]c3ccc(F)cc3c2ncn1C1CCCCC1,-5
-7,17,-10,103,-20,101,-4,-3,98,-9,Brc1ccccc1C1CC(c2ccccc2)=Nc2ccccc2N1 (stereo not drawn),-13
0,10,-1,100,-53,98,0,1,101,-4,COc1ccc(NC(=S)N(CCCN2CCCC2)Cc2ccco2)cc1,-3
9,30,8,98,0,95,0,1,100,12,CC(=NCc1ccco1)C1=C(O)c2ccccc2C1=O,9
0,15,-3,105,-35,105,1,-1,102,-4,CCN(CC)C(=O)COc1ccc2oc(-c3ccco3)cc(=O)c2c1,-3
4,23,0,101,-6,99,-1,1,99,1,COC(=O)C1=C(C)N(C(C)C)C(=O)C1(NC(=O)C1CCCCC1)C(F)(F)F (stereo not drawn),3

Some of the entries so far, with the structure last.
Bcl-2 Bim block | GSH bead fluor | Bim-Bcl-XL | RGS4-Gao reg | Mcl1-Bid inh | RGS8-Gao reg | Bcl-W Bim block | Mcl-1 Bim block | RGS7-Gao reg | Bfl-1 Bim block | Bcl-B Bim block | smiles
-6 | 35 | -8 | 101 | -3 | 99 | 0 | -1 | 97 | -8 | -7 | O=C(CSc1nccn1-c1ccccc1)N1CCc2ccccc21
-6 | 15 | -6 | 100 | 1 | 101 | -5 | -4 | 100 | -6 | -8 | Cc1nc(N2CCOCC2)c2c(C)c(C(=O)Nc3ccccc3Cl)sc2n1
-8 | 26 | -9 | 103 | -21 | 122 | -4 | -6 | 103 | -6 | -4 | CC(C)N(CCCNC(=O)C1CCN(S(=O)(=O)N2CCOCC2)CC1)Cc1ccccc1

Next part:
Bcl-2 Bim block,GSH bead fluor,Bim-Bcl-XL,RGS4-Gao reg,Mcl1-Bid inh,RGS8-Gao reg,Bcl-W Bim block,Mcl-1 Bim block,RGS7-Gao reg,Bfl-1 Bim block,mol,Bcl-B Bim block
-11,16,-8,108,-7,104,-6,-5,108,-16,COc1ccc(NC(=O)OCCn2c([N+](=O)[O-])cnc2C)cc1,-8
0,9,-4,100,-23,103,-4,-1,106,-6,CC(NC(=O)CN(C)S(=O)(=O)c1cnc[nH]1)c1ccccc1 (stereo not drawn),-3
-6,19,-2,103,-10,107,-1,-4,103,-1,Cn1c(=O)c2cc(S(=O)(=O)N3CCOCC3)ccc2n(C)c1=O,0
-4,24,-2,102,-20,102,-1,0,100,-7,NC(=O)CSc1nnc2ccc(-c3ccc(F)cc3)nn12,-7
4,12,0,101,22,101,0,0,103,6,COc1ccc(Cn2c(=S)[nH]c3cc(OC)c(OC)cc3c2=O)cc1,-1
-6,16,-4,98,-23,103,6,-3,97,-2,Cc1ccc(C(=O)/C=C/c2ccc(-c3ccccc3[N+](=O)[O-])o2)cc1,-13
1,18,-2,104,-35,102,0,0,?,-1,COCCNC(=O)c1ccc(NC(=O)C2(c3ccccc3)CCCC2)cc1,0
-2,22,-6,106,8,103,0,0,103,-13,CCOc1ccccc1N(CC(=O)Nc1ccc(S(=O)(=O)N2CCOCC2)cc1)S(=O)(=O)c1ccccc1,-3
-9,28,-4,101,-3,101,0,-1,103,-12,O=C(COc1ccc(F)cc1)N(CC1=CCS(=O)(=O)C1)c1ccccc1,-9
0,18,-1,97,-18,98,1,0,?,-1,O=C(c1ccccc1)c1c[nH]c(C(=O)C(Cl)(Cl)Cl)c1,0
-6,30,-1,103,7,102,-1,-1,100,-12,COc1ccc(C)cc1-n1nnnc1SCn1nnc2ccccc2c1=O,-8
0,16,0,103,-19,102,0,0,105,2,CC(C)(C)c1ccc(OCC(=O)N/N=C/c2cc(Br)ccc2OC(=O)c2ccco2)cc1,0
-2,14,0,104,25,101,0,-1,102,0,CCOC(=O)CCc1c(C)c2ccc(OCc3nn[nH]n3)c(C)c2oc1=O,3
1,16,-4,104,-19,100,0,-3,104,1,CCOc1cc(N2CCOCC2)c(OCC)cc1NC(=O)COC(=O)[C@H](Cc1c[nH]c2ccccc12)NC(C)=O,-1
2,18,6,96,-13,96,10,-2,97,6,Cc1ccc(-c2nc(NCc3ccc(F)cc3)n(S(C)(=O)=O)n2)cc1,-1
-4,24,-2,102,-19,101,1,1,102,-7,COc1ccc(OC)c(Cc2nnc(CCC(=O)NCc3nc4ccccc4s3)o2)c1,-1
-9,20,-5,89,-23,96,0,16,102,-12,CCOC(=O)N1CCC(N2CC34C=CC(O3)C(C(=O)Nc3ccc(F)cc3)C4C2=O)CC1 (stereo not drawn),-3
-6,13,3,96,-12,98,2,3,97,-5,CC1(C)CC(NC(=O)CC(c2ccccc2)c2ccccc2)CC(C)(C)N1,-2
-5,13,-4,102,-38,103,-3,-2,98,-11,COc1cccc(CNC(=O)CCC2CCCN(C(=O)c3ccc(C)nc3)C2)c1 (stereo not drawn),-5
-5,29,-12,110,-4,105,-2,-1,100,-11,COc1ccc(-c2nnc(SCC(=O)N3CCOCC3)o2)cc1,-7
